JMJD2A Tudor inh: inhibitors of human JMJD2A Tudor domain. AlphaScreen JMJD2A-Tudor / H3K4me3 peptide binding. O75164. 390,000 tested, 4.4% active. AID 504339. Potency, µM (highest dose often 114 µM), inactives show at the highest dose activity change, negative = inhibition, actives largely listed as inhibitors; note: % is set by controls: 0 for no effect and ±100 for the full control effect; nearly all actives have a fitted effect of over 50% in size
POLK inh: DNA polymerase kappa (human) inhibition. Q9UBT6. purified Pol kappa, fluorescent DNA synthesis assay, 10 min. Potency, µM (titrated, usually from 107 µM), without a hit: at the top dose activity, negative = inhibition, actives largely listed as inhibitors. 400,000 tested, 0.53% active. AID 588579; note: % is set by controls: 0 for no effect and ±100 for the full control effect
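Fluorescent qHTS in 1536-well format: enzyme (10 nM) and compound sat 15 min at room temperature before 50 nM substrate (final) was added. Signal taken at 0 and 10 min; no-enzyme buffer wells were negative controls.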
BLM helicase inh: blocks DNA unwinding by human BLM helicase; recombinant BLM DNA unwinding, fluorescence dequenching; Potency, µM (series often up to 56.1 µM), for the others: top-dose activity change, negative = inhibition, hits mostly inhibitors; 350,000 tested, 0.2% active;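 note: plate controls were vehicle for no effect and no enzyme for full effect; nearly all actives have a fitted effect of over 35% in size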
Target sequence (P54132 whole entry, looked up): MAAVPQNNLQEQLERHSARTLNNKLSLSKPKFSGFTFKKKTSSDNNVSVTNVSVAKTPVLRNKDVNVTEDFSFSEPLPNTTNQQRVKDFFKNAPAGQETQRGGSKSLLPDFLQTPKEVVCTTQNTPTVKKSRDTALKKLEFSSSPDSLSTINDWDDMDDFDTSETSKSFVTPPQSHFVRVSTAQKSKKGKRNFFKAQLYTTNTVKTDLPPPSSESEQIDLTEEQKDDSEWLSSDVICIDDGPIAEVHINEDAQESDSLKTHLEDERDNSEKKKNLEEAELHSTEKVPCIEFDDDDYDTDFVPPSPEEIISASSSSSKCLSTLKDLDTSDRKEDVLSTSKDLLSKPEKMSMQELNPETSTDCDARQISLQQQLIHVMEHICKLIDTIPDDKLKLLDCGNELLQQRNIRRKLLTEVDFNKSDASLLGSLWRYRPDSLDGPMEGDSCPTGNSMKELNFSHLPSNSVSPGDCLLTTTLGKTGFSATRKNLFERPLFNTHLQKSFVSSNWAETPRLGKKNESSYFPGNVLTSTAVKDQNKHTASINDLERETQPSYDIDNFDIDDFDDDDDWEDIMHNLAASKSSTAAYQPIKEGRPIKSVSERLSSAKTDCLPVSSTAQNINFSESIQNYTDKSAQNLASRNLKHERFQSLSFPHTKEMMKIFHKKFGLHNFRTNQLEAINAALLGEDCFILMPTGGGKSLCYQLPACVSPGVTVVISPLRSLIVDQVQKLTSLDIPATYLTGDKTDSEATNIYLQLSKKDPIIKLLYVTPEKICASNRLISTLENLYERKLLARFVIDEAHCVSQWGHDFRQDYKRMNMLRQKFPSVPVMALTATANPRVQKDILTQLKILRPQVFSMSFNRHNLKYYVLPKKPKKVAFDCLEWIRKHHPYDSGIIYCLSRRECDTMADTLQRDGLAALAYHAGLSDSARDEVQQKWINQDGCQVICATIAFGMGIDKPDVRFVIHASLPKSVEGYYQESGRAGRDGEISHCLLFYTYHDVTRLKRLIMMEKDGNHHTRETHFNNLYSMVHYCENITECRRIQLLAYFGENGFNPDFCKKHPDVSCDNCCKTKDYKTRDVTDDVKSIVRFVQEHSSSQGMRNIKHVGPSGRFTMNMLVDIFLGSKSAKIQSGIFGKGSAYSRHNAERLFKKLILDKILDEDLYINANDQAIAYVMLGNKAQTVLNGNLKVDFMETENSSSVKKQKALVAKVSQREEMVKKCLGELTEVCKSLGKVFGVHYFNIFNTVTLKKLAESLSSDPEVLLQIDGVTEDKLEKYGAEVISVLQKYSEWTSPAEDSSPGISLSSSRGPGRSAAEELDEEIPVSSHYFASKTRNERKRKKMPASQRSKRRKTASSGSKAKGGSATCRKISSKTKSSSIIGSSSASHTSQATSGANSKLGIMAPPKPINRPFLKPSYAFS
Pol beta inh: blocks human DNA polymerase beta activity. 340,000 tested, 1.3% active. AID 485314. Pol beta primer extension/strand displacement, fluorescence kinetic. P06746. Potency, µM (titrated, usually from 114 µM), inactives show top-dose activity change, negative = inhibition, most hits filed as inhibitors; note: % is set by controls: 0 for no effect and ±100 for the full control effect
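Values derive from four-parameter Hill fits of normalized kinetic data: reads at 0 and 10 min following addition of 50 nM substrate to 10 nM Pol beta preincubated 15 min with compound.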
POLH inh: inhibitors of human DNA polymerase eta | Q9Y253 | recombinant Pol eta, fluorescent DNA replication assay | Potency, µM (titrated, usually from 114 µM), inactives show at the top dose activity change, negative = inhibition, actives largely listed as inhibitors | 390,000 tested, 1.2% active; note: % is set by controls: 0 for no effect and ±100 for the full control effect
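Pol eta (10 nM) was preincubated with compounds for 15 min at room temperature, after which fluorescent replication substrate (50 nM final) was added to start the reaction. Fluorescence was read kinetically at 0 and 10 min.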
POLI inh: DNA polymerase iota (human) inhibition. Q9UNA4. Pol iota fluorescent replication assay, 10 min. Potency, µM (doses to about 115 µM), for inactives: at the highest dose activity, negative = inhibition, actives largely listed as inhibitors. 390,000 tested, 1% active. AID 588590
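Pol iota at 10 nM preincubated 15 min with compounds at room temperature; reaction started with fluorescent substrate, 50 nM final. Fluorescence read kinetically at 0 and 10 min; buffer-only wells as negative control.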
BAZ2B block: BAZ2B (human) inhibition; 360,000 tested, 4.4% active; AID 504333; Q9UIF8; Potency, µM (top dose mostly 114 µM), without a hit: at the top dose activity change, negative = inhibition, most hits filed as inhibitors; AlphaScreen BAZ2B-H3K14Ac peptide displacement; note: % is set by controls: 0 for no effect and ±100 for the full control effect; nearly all actives have a fitted effect of over 60% in size
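AlphaScreen luminescence quantifies BAZ2B engagement of H3K14Ac peptide; the protein and biotinylated peptide are both at 50 nM final, buffer PBS pH 7.4 with 0.01% Tween-20, all steps at room temperature.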
APEX1 inh: APE1 (human) endonuclease inhibition | P27695 | Potency, µM (series often up to 65.8 µM), for the others: at the top dose activity change, negative = inhibition, most hits filed as inhibitors | AID 2517 | 350,000 tested, 0.35% active | recombinant APE1, TAMRA/BHQ-2 abasic DNA cleavage fluorescence;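 note: plate controls were vehicle for no effect and reference inhibitor for full effect; nearly all actives have a fitted effect of over 55% in size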
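Readout is kinetic fluorescence (ex 525, em 598 nm) from cleavage of 50 nM TAMRA/BHQ-2 THF abasic duplex by 0.75 nM APE1, compound added 15 min beforehand at RT.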
G9a inh: inhibitors of human histone lysine methyltransferase G9a | Q96KQ7 | G9a H3K9 monomethylation, AlphaScreen, 2 h | Potency, µM (highest dose often 102 µM), for inactives: at the top dose activity, negative = inhibition, actives largely listed as inhibitors | 350,000 tested, 8.8% active | AID 504332; note: % is set by controls: 0 for no effect and ±100 for the full control effect; nearly all actives have a fitted effect of over 75% in size
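G9a (20 nM) was preincubated 15 min with compound, then reacted 2 h at room temperature with 500 nM biotin-H3K9 peptide and 20 µM SAM. Monomethyl-H3K9 detected by AlphaScreen using anti-H3K9me1 antibody.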
* hit, by the source's call; ? = inconclusive; . = not tested or not shown; [ ] = remark or other dose. Calls come from the whole dose curve; as a rule, active = well fitted curve in the direction sought with a large enough effect; inconclusive = small, poorly fitted or top-dose-only effect, or another doubt; inactive = no such curve, though single readings can be large; an effect the other way counts as inactive or inconclusive. Potency is the fitted concentration of half-maximal effect. Only part of the results is shown; count on the stated rates, not on these rows.

SMILES	APEX1 inh	POLK inh	JMJD2A Tudor inh	Pol beta inh	BLM helicase inh	POLH inh	BAZ2B block	G9a inh	POLI inh
COc1ccc(OCC(=O)OCc2cc(=O)n3nc(-c4cccs4)sc3n2)cc1	.	3%	-27%	?	-6%	?	-2%	17%[59 µM]	-14%
CCCCNC(=S)NNC(=O)c1nn(C)c(C)c1Cl	-1%	-5%	-18%	-21%	3%	15%	17%	-9%[59 µM]	8%
O=S1(=O)C[C@@H]2N=C(N/N=C/c3ccccc3)S[C@@H]2C1	-4%	-1%	-12%	14%	2%	-11%	-4%	?	-10%[58.9 µM]
Cc1ccc(C(=O)Nc2nc(C)c(C(=O)N(C)C)s2)o1	10%	-12%	-21%	11%	-3%	-2%	-12%	-18%	-2%
C=CCNC(=O)c1onc(CSc2ccccc2C)c1C(=O)O	-3%	6%	-19%	?	-1%	-5%	-8%	19%[0.501 µM]	27%
O=C(COC(=O)c1ccccc1O)Nc1cc(S(=O)(=O)N2CCCCCC2)ccc1Cl	6%	11%	-8%	.	.	-13%	-2%	-2%[12.7 µM]	7%
Cc1ccc(Cl)cc1NC(=O)C(=O)NCCc1sc(-c2ccc(F)cc2)nc1C	.	-1%[60.1 µM]	-15%	2%	1%	-14%	-2%	-2%[59 µM]	8%
Cc1cc(SCc2ccccc2Cl)nc(=O)[nH]1	-7%	3%	-1%	-26%	-7%	1%	?	0%[0.501 µM]	21%
CCn1nc(C)c(NC(=O)/C=C/c2ccc(OC)c(COc3ccc(Cl)cc3Br)c2)c1C	0%	-7%	-8%	-22%	-6%	?	0%	2%[59 µM]	8%
Cc1ccc(NC(=O)CSCC(=O)NC2CCCCC2)cc1	-6%	?	-7%	36%	1%	-15%	-3%	-8%[59 µM]	?
O=C(O)Cn1cnc2ccccc2c1=O	0%	-5%	-1%	3%	-1%	-8%	-30%	-22%	25%
CCN(CC)CC(=O)NN(Cc1ccccc1)c1ccccc1	1%	-4%	18µM*	2%	-1%	-19%	79µM*	28µM*	142%[activator]
Cc1nn(-c2ccccc2)c(OC(=O)c2ccccc2F)c1S(=O)(=O)c1ccccc1	.	-2%	-33%	15%	0%	-15%	?	?	-5%
COc1cccc(CCNC(=O)c2c(O)nc3c(C)cccn3c2=O)c1	.	10%	-9%	23%	-12%	-16%	17%	49%[59 µM]	-2%
O=C(NCc1cccc(F)c1)c1ccc(NC(=O)c2nsc3ccccc23)cc1	.	1%[60.1 µM]	6%	4%	-1%	-10%	0%	2%[59 µM]	-9%
COc1ccc(NC(=O)CSc2nc3cc(OC)c(OC)cc3c3nc(-c4ccccc4)nn23)cc1Cl	.	12%	-18%	49%	-4%	-7%	.	6%[59 µM]	20%
CCS(=O)(=O)N1CCN(CC(=O)NC2CCCCC2)CC1	1%	1%	?	-1%	-5%	-21%	-22%	.	37%[activator]
CCOC(=O)Cc1csc(NC(=O)c2c(O)c3ccccc3n(CC(C)C)c2=O)n1	-3%	-10%	-11%	-9%	-2%	-12%	37%	46%[12.7 µM]	13%
CO/N=C/C(=N\Nc1ccccc1)C(=O)c1ccccc1	-15%	-4%	-22%[11.4 µM]	0%	-5%	-22%	6%	-18%	58%[activator]
Cc1ccc2c(c1)nnn2C1CCN(S(=O)(=O)c2ccc3ccccc3c2)CC1	-3%	2%	-9%	15%	-2%	-2%	8%	0%[59 µM]	-27%
CCCCOC(=O)n1c(=O)oc2ccccc21	-2%	-1%	0%	-6%	-2%	6%	10%	7%[59 µM]	6%
COC(=O)c1sccc1S(=O)(=O)N1CCN(c2cccc(C)c2)C(C)C1 (configuration not stated)	.	-5%	-30%	-1%	-6%	-25%	-38%	2%[59 µM]	-1%
COc1ccc(C)cc1S(=O)(=O)Nc1ccc2c(c1)N(C(C)=O)CCC2	4%	-9%	-25%	.	.	-3%	-6%	-12%	22%
COc1cc2c(cc1OC)[C@H](C)N(C(=S)Nc1ccc(F)cc1)CC2	-1%	-3%	-17%	-1%	-2%	1%	-9%	?	22%
C=CCn1c(SCC(=O)c2c(N)n(C3CC3)c(=O)[nH]c2=O)nnc1-c1ccccc1OC	-5%	-13%	-3%	.	.	9%	7%	5%[0.501 µM]	102%[activator]
Cc1ccc(S(=O)(=O)N2CCC[C@H]2C(=O)OCC(=O)c2ccc3c(c2)NC(=O)CO3)cc1	20%	-1%	-15%[11.4 µM]	22%	-12%	28%	-28%	-35%[59 µM]	10%
c1ccc2c(c1)-c1cccc3cncc-2c13	.	-4%	66%[activator]	.	.	-11%	.	.	39%[activator]
COC(=O)c1scc(-c2ccc(C)cc2)c1S(=O)(=O)Nc1ccc(N(C)C)cc1	.	16%	?	-6%	-7%	-7%	8.9µM*	?	2%
CCOc1ccccc1Nc1nc(N)nc(CSc2nccc(C)n2)n1	6%	-11%	-9%	-18%	-4%	-13%	1%	-38%[12.7 µM]	3%
CC(C)(C)c1ccc(CSc2ccc(S(=O)(=O)N3CCOCC3)cn2)cc1	-4%	-12%	0%	.	.	-27%	2%	-25%[12.7 µM]	32%
Cc1ccc(-c2cc(C(=O)Nc3cccnc3)c3ccccc3n2)s1	2%	-24%	2%	-13%	-12%	-9%	9%	68%[activator]	6%
C/C(=N\NC(=O)c1ccccc1N)c1ccc(NC(=O)Cc2ccccc2)cc1	5%	-11%	-20%	54%	-4%	-2%	-10%	.	75%[activator]
CCOc1cc(CN2CCCCC2)ccc1OC	-1%	-12%	-14%	-2%	-1%	10%	4%	-5%[59 µM]	10%
Cc1cc(C)c(S(=O)(=O)Nc2c(C)[nH]c(=O)[nH]c2=O)c(C)c1	1%	-1%	-9%	7%	-1%	-1%	2%	21%	15%
Cc1ccc(Oc2nc3ccccn3c(=O)c2/C=C(\C#N)c2nc3ccccc3s2)c(C)c1	.	-2%	2%	14%	-2%	-19%	-2%	2.5µM*	32%
COc1ccc(NC(=O)C2=C(C)NC(=O)NC2c2ccccc2[N+](=O)[O-])cc1 (configuration not stated)	-8%	-9%	-7%	?	-1%	1%	2%	7%	-16%

One compound at a time, from the list above.
CC(C)(C)c1ccc(CSc2ccc(S(=O)(=O)N3CCOCC3)cn2)cc1 across the screens: APEX1 inh: -4%; POLK inh: -12%; JMJD2A Tudor inh: 0%; Pol beta inh: .; BLM helicase inh: .; POLH inh: -27%; BAZ2B block: 2%; G9a inh: -25%[12.7 µM]; POLI inh: 32%
CCOc1cc(CN2CCCCC2)ccc1OC across the screens: APEX1 inh: -1%; POLK inh: -12%; JMJD2A Tudor inh: -14%; Pol beta inh: -2%; BLM helicase inh: -1%; POLH inh: 10%; BAZ2B block: 4%; G9a inh: -5%[59 µM]; POLI inh: 10%

Later entries.
SMILES	APEX1 inh	POLK inh	JMJD2A Tudor inh	Pol beta inh	BLM helicase inh	POLH inh	BAZ2B block	G9a inh	POLI inh
O=C(CN1C(=O)COc2ccc(S(=O)(=O)N3CCCC3)cc21)N1CCN(c2ccc(F)cc2)CC1	.	-12%	-16%	13%	-4%	-6%	?	-43%[59 µM]	26%
Cc1cc(NS(=O)(=O)c2ccc(NC(=S)NC(=O)c3ccc(Cl)cc3Cl)cc2)no1	2%	-2%	-19%	1%	-6%	-13%	-30%	-35%[59 µM]	-16%
COc1ccc(CCNC(=O)Cn2c(=O)n(-c3ccc(C)c(C)c3)c(=O)c3c(C)c(C)sc32)cc1OC	.	3%	-2%	8%	-14%	0%	-3%	-5%[59 µM]	?
COc1ccc(NC(=O)CN(C)S(=O)(=O)c2ccc(Br)s2)cc1OC	11%	-13%	-8%	-4%	3%	7%	-1%	?	-8%
O=C(COc1ccccc1)Nc1nnc(S(=O)(=O)N2CCCCC2)s1	40%	3%	-11%	-13%	-3%	-18%	-23%	0%	-16%
N#Cc1ccc(CSc2nnc(-c3ccccc3)n2Cc2ccco2)cc1	0%	-11%	-22%	-5%	-2%	7%	-35%	.	3%
CCOC(=O)Cn1c(=O)oc2cc(S(=O)(=O)NCC3CCCO3)ccc21 (configuration not stated)	2%	-8%	-9%	13%	-5%	-3%	9%	10%	?
O=C1ON(Cc2ccccc2)C(c2ccccc2)N1c1ccccc1 (configuration not stated)	.	-1%	11%	.	.	?	.	.	-6%
O=C(c1ccc(S(=O)(=O)Nc2ccccc2F)cc1)N1CCCCCC1	0%	-3%	-5%	.	.	-19%	-5%	4%	21%
COc1cccc(CNC(=O)C2CCN(S(=O)(=O)c3ccc4c(c3)CC(C)N4C(=O)C3CC3)CC2)c1 (configuration not stated)	33%	-17%	-2%	-21%	0%	-1%	-30%	-3%	-9%
O=C(c1ccccc1)C1CCN(C(=O)c2cccs2)CC1	-6%	-2%	7%	3%	0%	-22%	-1%	.	46%[activator]
Cc1nc2ccc(S(=O)(=O)NC(C(=O)N3CCC(C)CC3)C(C)C)cc2s1 (configuration not stated)	1%	-4%	-19%	0%	-2%	-21%	6%	-23%	7%
O=C(CSC(=O)c1ccccc1)Nc1ccccc1F	-2%	-12%	-15%	.	.	0%	.	.	16%
CC(=O)c1sc(NC(=O)COc2ccc(C(C)C)c(C)c2)nc1C	-3%	-5%	0%	5%	-11%	?	-1%	3%	-29%
Cc1cc2oc(=O)cc(CN3CCCCC3)c2cc1C(C)C	2%	-13%	21%	0%	-3%	-2%	17%	-2%[12.7 µM]	-4%
O=C(Nc1cccc([N+](=O)[O-])c1)N1CCN(c2ccccc2)CC1	25%	-2%	-27%	5%	3%	-8%	?	.	-18%
Cc1cc(C)c(NC(=O)C2CCN(C(=O)N3CCOc4ccccc43)CC2)c(C)c1	.	5%	-8%	7%	0%	-20%	-23%	0%[59 µM]	46%[activator]
CC(=O)c1ccc(NC(=O)CN2C(=O)/C(=C/C=C/c3ccccc3)SC2=S)cc1	-9%	-3%	-19%	-19%	-1%	?	-10%	?	6%
CC1=C(C(=O)Nc2ccccc2)C(c2cccc(Cl)c2)n2nc(SCC(=O)c3ccc(C)cc3)nc2N1 (configuration not stated)	.	-5%[60.1 µM]	-18%	-1%	-2%	2%	1%	4%[59 µM]	7%
COc1ccc(-n2c3c(cc(C(=O)Nc4ccc(C)cc4)c2=O)C(=O)CCC3)cc1	.	-12%	-5%	.	.	-8%	.	.	4%
CCCCNC(=O)c1cc2c(=O)n(CC)c3ccccc3c2s1	18%	-2%	-2%	-9%	-3%	-1%	-11%	-9%	88%[activator]

From PubChem BioAssay
